# Xi reactivation = reactivates the inactive X chromosome in mouse fibroblasts; XiGFP mouse fibroblasts, % GFP-positive cells imaging, 3 d; cells co-treated with 5-aza-dC sensitizer; scaled so ellipticine positive control = 100%; activation, % at 7.58 µM; 360,000 compounds, 0.055% hits; AID 743238;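 active = mean normalized replicate activation at least 10% and every replicate at or above 10%; inconclusive = only one of the two criteria met; inactive = mean below 10% and not all replicates reach 10%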;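 note: 0% = median of on-plate neutral control wells and 100% = ellipticine 6 µM median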
#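 System: SV40-immortalized XiGFP fibroblast cells, line 68-5-11 / Incubation: 3-day compound exposure, then 15 min fixation at room temperature / Compound: single concentration per compound, delivered by pin transfer / Buffer or medium: DMEM plus 5-aza-dC sensitizer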
# DENV2 CPE rescue = DENV2-induced cell death inhibition; AID 651640; CPE inhibition, % at 9.99 µM; DENV2-infected cells, cytopathic effect rescue, plate reader; 350,000 compounds, 1.7% hits; in the data active = CPE inhibition above about 20%, passing the limit was not always enough; inconclusive = no clear call, values can overlap the other calls; tested in BHK-21 cells;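 note: 0% = median of neutral control wells and 100% = median of positive control wells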
# INS-1E GSIS act = GLuc luminescence reporter in INS-1E cells, primary screen for activators of glucose-dependent secretion of insulin; INS-1E GLuc reporter insulin secretion, 2-3 h; activation, % at 16.6 µM; 370,000 compounds, 0.61% hits; AID 743287;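 active = lowest replicate activation of at least 40%, so every replicate reaches that level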;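 note: 0% = median of neutral control wells and 100% = median of IBMX positive control wells; some compounds called inactive have numbers as strong as hits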
# EWS-Fli inh = blocks EWS/Fli oncoprotein-driven transcription; A673 NR0B1-luciferase reporter, viability-normalised; inhibition, % at 12.6 µM; 350,000 compounds, 0.67% hits;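 active = mean inhibition of at least 50% after viability correction, with every replicate also passing that limit; inconclusive = mean reaches 50% but only one of two replicates passes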;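 note: firefly luciferase signal divided by Alamar Blue viability fluorescence both relative to DMSO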
# ERp5 inh = ERp5 (human) disulfide isomerase inhibition; ERp5 insulin aggregation, absorbance 650 nm, 90 min; inhibition, % at 9.99 µM; 350,000 compounds, 0.05% hits; AID 651711;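 active = mean replicate inhibition above about 25%, with every replicate also reaching it, limit read from the data, passing the limit was not always enough; inconclusive = only one of those two criteria met; inactive = neither criterion met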
# Target sequence (Q15084 whole entry, looked up): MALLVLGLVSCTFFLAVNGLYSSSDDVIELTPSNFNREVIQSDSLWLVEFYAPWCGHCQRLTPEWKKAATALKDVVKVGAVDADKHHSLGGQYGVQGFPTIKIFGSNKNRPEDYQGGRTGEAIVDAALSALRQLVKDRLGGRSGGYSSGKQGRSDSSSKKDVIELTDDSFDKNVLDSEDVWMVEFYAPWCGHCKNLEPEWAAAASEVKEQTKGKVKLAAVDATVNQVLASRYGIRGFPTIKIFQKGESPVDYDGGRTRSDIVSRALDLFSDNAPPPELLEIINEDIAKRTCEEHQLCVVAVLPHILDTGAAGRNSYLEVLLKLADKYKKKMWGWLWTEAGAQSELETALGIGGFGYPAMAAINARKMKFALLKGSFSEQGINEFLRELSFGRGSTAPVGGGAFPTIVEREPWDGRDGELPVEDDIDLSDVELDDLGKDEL
# F508del corr = correctors of CFTR F508del function in bronchial epithelial cells | CFBE cells, YFP halide quenching; stimulated with forskolin plus potentiator P3; % fluorescence drop versus neutral controls | activity (quench increase), % at 7.58 µM | 350,000 compounds, 0.36% hits | AID 720511;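 active = mean added fluorescence quench of at least 8% versus neutral control, with both replicates also reaching 8%; inconclusive = only one of the mean or replicate conditions met; inactive = mean below 8% and not both replicates reaching 8%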;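 note: cells transiently co-express mutant CFTR-F508del with the halide-sensitive YFP; corrector assay measuring rescue of mutant channel to the surface after 24 h compound exposure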
# ARNT-TACC3 inh = disruptors of human ARNT/TACC3 interaction; Q9Y6A5; AlphaScreen His-ARNT PAS-B/GST-TACC3 binding, luminescence; TACC3 fragment carries E629A point mutation; inhibition, % at 9.99 µM; 390,000 compounds, 0.66% hits;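 active = mean inhibition of replicates at least 50% and at least half of replicates each reaching 50%; inconclusive = half or more replicates reach 50% but mean below 50%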;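 note: 0% = complete ARNT plus TACC3 wells and 100% = ARNT alone without TACC3; many hits fall short of the cut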
# PAX8 inh HTS = inhibitors of PAX8 transcriptional activity in RMG-I cells | RMG-I TPO-luciferase reporter, SteadyGlo, 24 h | inhibition, % at 12.6 µM | 360,000 compounds, 1.2% hits;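 active = mean replicate inhibition at least 60% with every replicate also reaching 60%; inconclusive = only one of the two criteria is met; inactive = mean below 60% and not all replicates reaching 60%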;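 note: luciferase light reporting Pax8 driven TPO promoter activity; plate controls were median of neutral control wells for no effect and mitoxantrone controls for full effect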
# Active calls of the source: *; ? = inconclusive; . = no result given; & = joins results of further samples.
SMILES,Xi reactivation,DENV2 CPE rescue,INS-1E GSIS act,EWS-Fli inh,ERp5 inh,F508del corr,ARNT-TACC3 inh,PAX8 inh HTS
Cc1occc1-c1nnc(-c2cc([N+](=O)[O-])cc([N+](=O)[O-])c2)o1,0.0,3.0,19.6,-0.5,-3.0,.,-4.4,-31.8
CCOc1ccc(/C=C/C(=O)c2ccccc2)cc1OC,0.3,.,-2.0,.,.,.,2.1,-173.5
CO[C@H]1CN(C)C(=O)c2ccc(NS(=O)(=O)CC(F)(F)F)cc2OC[C@H](C)N(Cc2cccnc2)C[C@@H]1C,0.3,12.2,1.1,2.2,4.1,-1.1,-9.9,-6.8
FC(F)(Cl)c1nnc2ccc(Sc3ccccn3)nn12,0.0,-8.0,-1.6,-11.9,-1.0,-0.6,1.1,-29.0
COc1cccc(C(=O)O/N=C(\N)c2ccc(C)cc2)c1,0.0,-1.1,10.7,-80.2,1.5,0.7,13.5,-128.7
Cc1c(C=NNc2ccccc2)[nH]c(=O)[nH]c1=O,0.0,-4.9,.,16.9,-5.5,-2.0,-12.7,-27.5
COc1ccccc1/C=C1\SC(=S)N(C(C(=O)O)c2ccccc2)C1=O (stereo not drawn),-0.1,12.3,-2.1,0.7,-2.8,-1.8,2.1,5.5
CN1C(=O)c2cc(NC(=O)c3cnccn3)ccc2OC[C@@H]2O[C@H](CC(=O)NCC3CCCCC3)CC[C@@H]21,0.0,-0.1,-12.9,6.0,3.9,.,-3.9,12.0
C/C=C/c1ccc2c(c1)O[C@@H](CN(C)C(C)=O)[C@@H](C)CN([C@H](C)CO)S2(=O)=O,0.0,?,2.0,-8.7,-3.9,2.6,-2.0,.
O=C1CC(NC(=O)c2ccc(Cl)cc2)C(=O)N1 (stereo not drawn),0.0,2.6,33.1,11.3,-0.5,-2.2,2.2,3.8
CO[C@@H]1CN(C)C(=O)c2ccc(NC(=O)C3CCOCC3)cc2OC[C@@H](C)N(CC2CCOCC2)C[C@H]1C,-0.1,-0.7,1.5,-1.5,0.0,-1.0,-0.5,-0.7
C[C@@H]1CN([C@@H](C)CO)C(=O)c2cc(NC(=O)c3ccccc3)ccc2O[C@@H](C)CCCCO[C@@H]1CN(C)S(=O)(=O)c1cn(C)cn1,0.6,4.2,17.1,-4.7,0.4,1.1,10.4,-3.9
COc1ccc(-c2nc(-c3ccccn3)ncc2S(C)(=O)=O)cc1,0.1,13.2,9.9,9.6,6.7,0.7,13.5,11.3
O=c1[nH]c(SCc2ccccc2)nc2[nH]ncc12,0.0,?,-13.2,-9.0,3.4,-3.3,-1.6,-29.4
CCC(OC(=O)c1ccco1)C(=O)NCc1ccc2c(c1)OCO2 (stereo not drawn),0.2,2.0,6.0,.,-0.2,0.2,-0.2,14.0
CCN1CCN(CCCNC(=O)c2ccc(CS(=O)c3ccc(Br)cc3)o2)CC1 (stereo not drawn),0.0,-5.5,7.5,4.7,-3.7,0.4,-4.0,-0.2
CCOC(=O)C1CCN(C(=O)CN2C(=O)C(CC)Oc3ccccc32)CC1 (stereo not drawn),.,?,51.6,0.3,2.8,3.6,-10.5,.
O=C(N/N=C/c1c(O)n(-c2ccc(Cl)cn2)c(=O)c2ccccc12)c1ccncc1,0.0,.,-6.2,.,.,.,41.6*,4.4
CCCN1C[C@@H](C)[C@H](OC)CN(C)C(=O)c2ccc(NC(=O)c3cccc(OC)c3)cc2OC[C@H]1C,0.1,17.0,-21.7,4.0,3.4,4.5,5.2,.
CCN(CC)CCCNC(=O)Cn1ccc2ccccc2c1=O,0.1,2.6,15.1,-2.1,4.1,2.2,0.8,14.8

# The final 3 records of the part above open the next one:
SMILES,Xi reactivation,DENV2 CPE rescue,INS-1E GSIS act,EWS-Fli inh,ERp5 inh,F508del corr,ARNT-TACC3 inh,PAX8 inh HTS
O=C(N/N=C/c1c(O)n(-c2ccc(Cl)cn2)c(=O)c2ccccc12)c1ccncc1,0.0,.,-6.2,.,.,.,41.6*,4.4
CCCN1C[C@@H](C)[C@H](OC)CN(C)C(=O)c2ccc(NC(=O)c3cccc(OC)c3)cc2OC[C@H]1C,0.1,17.0,-21.7,4.0,3.4,4.5,5.2,.
CCN(CC)CCCNC(=O)Cn1ccc2ccccc2c1=O,0.1,2.6,15.1,-2.1,4.1,2.2,0.8,14.8
CC(=O)Nc1ccc(S(=O)(=O)N(C)CC(=O)NNc2c(F)c(F)cc(F)c2F)cc1,0.0,-0.8,2.2,3.3,0.9,-5.8,-0.4,5.8
O=C(NCC[C@H]1CC[C@@H](NC(=O)C2CC2)[C@H](CO)O1)Nc1ccc(C(F)(F)F)cc1,-0.1&0.6,-4.5,16.1&-19.4,-2.9,1.5,-0.1,2.3,7.0
COc1cccc(NC(=O)N[C@@H]2C=C[C@@H](CC(=O)Nc3ccc(-c4ccccc4)cc3)O[C@@H]2CO)c1,0.7,5.8,12.7,.,-0.8,-1.0,-0.1,.
Nc1cccnc1-n1nc(C(F)(F)F)cc1C(F)(F)F,-0.1,-11.3,10.7,7.4,4.3,-0.1,-1.3,-12.1
Cc1nc2sc3c(c2c(=O)n1/N=C/c1cccnc1)CCCC3,0.0,-11.4,9.6,-10.0,-0.7,2.9,-3.5,2.2
CN=C1C([N+](=O)[O-])=CC=C2C1=NC1(CCCCC1)N2O,-0.1,7.1,16.3,-18.1,-10.6,.,10.9,-13.2
CC(C(=O)NC1CCCC1)n1c(C2CC2)nc2ccccc21 (stereo not drawn),0.0,-3.1,0.9,-52.1,5.6,2.1,.,-30.4
O=C(COC(=O)c1cc(F)c(F)cc1Cl)NC1CCCCCC1,0.3,8.7,4.0,-4.0,2.1,1.4,.,-11.4
CSc1ccccc1NC(=O)c1ccc([N+](=O)[O-])cc1,0.0,5.4,-4.6,1.5,0.5,3.3,-0.1,2.3
CCOC(=O)[C@]12CCCC=C1N(Cc1ccc3c(c1)OCO3)C(=O)[C@H](CC(=O)NCCCN1CCCC1=O)C2,0.0,?,.,-2.2,2.8,-5.0,.,7.3

# ARNT-TACC3 inh: hit marks shown above.
Structure	INS-1E GSIS act	ERp5 inh	F508del corr	ARNT-TACC3 inh
O=C(N/N=C/c1c(O)n(-c2ccc(Cl)cn2)c(=O)c2ccccc12)c1ccncc1	-6.2	.	.	41.6*

# 4 entries out of the list above, ordered by the number in ERp5 inh, high to low.
Structure,ERp5 inh
O=C(COC(=O)c1cc(F)c(F)cc1Cl)NC1CCCCCC1,2.1
COc1cccc(C(=O)O/N=C(\N)c2ccc(C)cc2)c1,1.5
CO[C@@H]1CN(C)C(=O)c2ccc(NC(=O)C3CCOCC3)cc2OC[C@@H](C)N(CC2CCOCC2)C[C@H]1C,0.0
Cc1nc2sc3c(c2c(=O)n1/N=C/c1cccnc1)CCCC3,-0.7

# The listing continues:
SMILES,Xi reactivation,DENV2 CPE rescue,INS-1E GSIS act,EWS-Fli inh,ERp5 inh,F508del corr,ARNT-TACC3 inh,PAX8 inh HTS
O=C(CCCOc1cccc(Br)c1)NCCOc1ccccc1,0.0,-1.7,-7.2,9.8,0.0,-0.8,-8.2,14.8
Cc1ccc(S(=O)(=O)NCc2ccccc2)cc1,0.0,-0.6,14.5,2.1,0.3,-2.3,-6.7,8.6
O=C1C2C3C=CC(C4CC34)C2C(=O)N1/N=C/c1cccs1 (stereo not drawn),-0.1,5.9,.,-3.1,-1.8,.,-4.2,-13.3
CC(C)C(=O)Nc1ccc2c(c1)C(=O)N(C)[C@@H]1CC[C@@H](CC(=O)O)O[C@H]1CO2,0.3,2.5,10.3,2.3,-3.4,-1.0,-10.1,-18.8
Cc1ccc(S(=O)(=O)Nc2ccc3c(c2)C(=O)N([C@@H](C)CO)C[C@H](C)[C@H](CN(C)C(=O)Nc2c(C)noc2C)O3)cc1,-0.3,-3.0,3.1,1.5,12.3,-1.5,-0.3,-2.8
CCN1CCN(c2nc(-c3cccs3)nc3ccccc23)CC1,0.0,?,21.8,-14.4,-2.3,-1.9,0.2,133.6*
C[C@@H]1CN([C@@H](C)CO)C(=O)Cc2cc(NC(=O)Cc3cn(C)c4ccccc34)ccc2O[C@H]1CN(C)S(=O)(=O)c1ccc(Cl)cc1,0.0,.,10.1,-7.4,.,1.7,.,26.1
O=C(NCc1ccc(F)cc1)C1CCC(CNS(=O)(=O)c2cccs2)CC1 (stereo not drawn),0.5,-2.2,-13.8,11.3,1.4,-1.8,23.8,8.9
COc1cccc(NC(=O)CN(C)C(=O)c2cc(-c3ccco3)nc3ccccc23)c1,0.0,7.5,0.2,2.3,6.6,-1.4,9.8,11.1
C[C@H]1CN([C@@H](C)CO)S(=O)(=O)c2ccc(C3=CCCC3)cc2O[C@@H]1CN(C)S(=O)(=O)c1cn(C)cn1,-0.1,6.7,-5.4,2.6,1.4,1.5,-1.4,-10.8
CSc1nc2ccsc2c(=O)n1-c1ccccc1,0.0,-3.2,13.6,7.7,1.8,-0.3,-3.2,-1.2
CCOc1ccc(N(CC(=O)Nc2cccc(N(C)S(C)(=O)=O)c2)S(=O)(=O)c2ccccc2)cc1,0.0,.,-11.8,-4.4,.,1.2,16.2,-9.2
CCN1CCN(S(=O)(=O)c2ccc(Cl)c(C(=O)N(CC)CC(=O)Nc3ccc(OC)cc3)c2)CC1,0.3,0.4,-10.5,0.7,-5.6,-4.5,1.1,23.7
C=CCn1c(O)c(N=NC(=S)Nc2ccccc2F)c2ccccc21,0.3,-3.6,11.4,34.3,1.6,5.6,-4.5,38.9
CC1CCN(C(=O)C2CCC(C)(C(=O)O)C2(C)C)CC1 (stereo not drawn),-0.3,.,11.1,.,.,.,5.4,0.0
COc1cccc(NC(=O)C2=COCCO2)c1,0.2,8.4,8.5,-52.9,-8.2,4.4,-6.1,-105.7
N#C[C@H]1[C@H](c2ccccc2C2=CCCC2)[C@H](CO)N1C(=O)NC1CCCCC1,0.0,0.6,-1.3,1.5,-5.8,-3.6,.,.
Cc1cccc(C(=O)Nc2nnc(S(=O)(=O)N3CCCCCC3)s2)c1,0.0,?,.,-20.4,-5.3,1.7,-16.3,-8.6

# In another format: entries from further up
canonical_smiles	Xi reactivation	DENV2 CPE rescue	INS-1E GSIS act	EWS-Fli inh	ERp5 inh	F508del corr	ARNT-TACC3 inh	PAX8 inh HTS
CCN1CCN(S(=O)(=O)c2ccc(Cl)c(C(=O)N(CC)CC(=O)Nc3ccc(OC)cc3)c2)CC1	0.3	0.4	-10.5	0.7	-5.6	-4.5	1.1	23.7
C=CCn1c(O)c(N=NC(=S)Nc2ccccc2F)c2ccccc21	0.3	-3.6	11.4	34.3	1.6	5.6	-4.5	38.9

# High-throughput results from PubChem BioAssay.
